LEDGF integ inh: blocks HIV-1 LEDGF/p75-dependent DNA integration; actives 0.64% (n = 370,000); inhibition, % at 3.7 µM; AID 743269; TR-FRET IN-LEDGF/p75 DNA integration, Eu/Cy5;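 active = inhibition above the screen-wide mean plus 3 SD, cut at about 13% in these data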;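 also: signal is the Cy5 over europium emission ratio at 671 and 618 nm; 0% = plate median of compound wells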
NPR2 activator: GC-B (human) receptor activation | P20594 | HEK293-GC-B cells, CNP EC30, cGMP TR-FRET; 0% at EC30 CNP, 100% saturating CNP | activation, % at 10 µM | actives 0.11% (n = 370,000);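 active = activation at 10 µM reaching about 35% in either raw or pattern-adjusted values, limit read from the data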
HTRA1 inhibitor: inhibitors of human serine peptidase HTRA1; inhibition, % at 5.96 µM; AID 504803; Q92743; actives 0.5% (n = 340,000); recombinant HTRA1, FP-rhodamine activity-based probe, fluorescence polarization; in the data active = inhibition above about 36%;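 also: 0% = enzyme with DMSO and 100% = wells lacking enzyme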
TDP2 inh: blocks human TDP2 phosphodiesterase activity; O95551; recombinant TDP2, T5PNP hydrolysis, p-nitrophenol absorbance 415 nm; inhibition, % at 12.8 µM; actives 0.34% (n = 370,000); AID 720702;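 active = inhibition above the mean of all tested compounds plus 3 SD, set per campaign, cut at about 25% in these data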;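 also: 0% = DMSO with enzyme and 100% = buffer with substrate but no TDP2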
Target sequence (O95551 whole entry, looked up): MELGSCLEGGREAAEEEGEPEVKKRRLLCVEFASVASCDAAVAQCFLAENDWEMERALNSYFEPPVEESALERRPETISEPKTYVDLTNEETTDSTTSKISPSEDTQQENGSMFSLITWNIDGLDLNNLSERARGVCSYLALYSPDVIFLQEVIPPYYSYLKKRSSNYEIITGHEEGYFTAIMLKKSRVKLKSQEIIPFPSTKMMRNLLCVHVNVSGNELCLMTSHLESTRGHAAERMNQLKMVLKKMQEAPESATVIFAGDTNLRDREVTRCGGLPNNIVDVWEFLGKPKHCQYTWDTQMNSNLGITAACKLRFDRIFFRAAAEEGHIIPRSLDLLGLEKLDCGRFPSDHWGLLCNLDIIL
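Assay system: Recombinant human TDP2 | Quantity: 120 nM TDP2 per well | Incubation: 2 h at 37 °C | Signal: Epi absorbance | Evaluation: Percent inhibition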
SIAE primary: human SIAE inhibition, primary screen | inhibition, % at 9.66 µM | AID 1053197 | actives 0.69% (n = 370,000) | SIAE FP-Rh probe binding, fluorescence polarization;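 active = inhibition above a cutoff: mean of compounds within the control limits plus 3 SD of those, cut at about 17% in these data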;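 also: 0% = plate median of compound wells and 100% = probe without SIAE protein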
mABHD4 FP: ABHD4 (mouse) inhibition, primary FP screen | Q8VD66 | purified mABHD4, FP-Rh probe fluorescence polarization | inhibition, % at 8.92 µM | actives 0.54% (n = 370,000) | AID 720543;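 active = inhibition exceeding the mean over every tested compound plus 3 SD, cut at about 30% in these data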;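 also: 0% = plate median of compound wells and 100% = S159A mutant with DMSO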
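Assay system: mouse ABHD4 enzyme, wild type / Also added: fluorescent activity-based probe FP-Rh / Doses: single nominal dose of 8.92 µM, 0.89% DMSO final / Timing: 45 min compound pre-incubation plus 60 min probe step, 25 °C / Signal: FP readout, ex 525 nm / em 598 nm / Control set: S159A mutant/DMSO as 100%, compound-well median as 0%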
MBD2 inh: MBD2-methylated oligo binding inhibition. Q9UBB5. TR-FRET, MBD2 binding to methylated oligonucleotide. inhibition, % at 4.4 µM. actives 0.31% (n = 370,000); in the data active = inhibition above about 13%
Target sequence (Q9UBB5 whole entry, looked up): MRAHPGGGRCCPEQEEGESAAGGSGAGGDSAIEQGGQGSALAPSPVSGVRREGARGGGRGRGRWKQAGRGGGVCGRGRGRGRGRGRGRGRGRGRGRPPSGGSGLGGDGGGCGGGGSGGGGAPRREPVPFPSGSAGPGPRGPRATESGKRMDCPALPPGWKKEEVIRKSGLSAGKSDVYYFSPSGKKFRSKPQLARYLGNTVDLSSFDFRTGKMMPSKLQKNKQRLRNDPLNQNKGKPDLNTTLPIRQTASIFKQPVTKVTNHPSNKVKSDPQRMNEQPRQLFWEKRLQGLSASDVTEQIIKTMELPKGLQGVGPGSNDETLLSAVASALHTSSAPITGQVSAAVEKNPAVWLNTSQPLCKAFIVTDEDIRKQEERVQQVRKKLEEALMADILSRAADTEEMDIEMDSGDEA
TCR CD3 inh: blocks the human TCR-CD3 interaction; TAMRA-labeled TCR probe fluorescence, biochemical; inhibition, % at 9.4 µM; actives 0.37% (n = 360,000); AID 651800; in the data active = inhibition above about 19%;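 also: recombinant mutant TCR 2C K166C tagged with TAMRA read by polarization; 0% = receptor in buffer alone and 100% = receptor with positive control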
PRMT1 FP inh: PRMT1 (human) inhibition, primary screen. recombinant PRMT1, activity-based probe fluorescence polarization. inhibition, % at 2.79 µM. actives 1.3% (n = 370,000). AID 652257;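 active = inhibition above about 21% made by adding two undisclosed values, limit read from the data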
rCAG binder: molecules binding r(CAG) RNA repeats; r(CAG) RNA repeat, TO-PRO-1 dye displacement fluorescence; inhibition, % at 3 µM; actives 1.3% (n = 370,000);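 active = inhibition above the plate cutoff, the mean of all test compounds on that plate plus 3 SD, cut at about 35% in these data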;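 also: 0% = DMSO alone and 100% = 100 µM mitoxantrone as full dye displacement; higher means more dye released from RNA so lower well fluorescence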
Starred values were filed as active, the others as inactive; nt = not tested or not shown. Some of the compounds tested; count on the stated rates, not on these rows.

SMILES	LEDGF integ inh	NPR2 activator	HTRA1 inhibitor	TDP2 inh	SIAE primary	mABHD4 FP	MBD2 inh	TCR CD3 inh	PRMT1 FP inh	rCAG binder
CCCc1nnc(NC(=O)Cn2c(=O)oc3ccccc32)s1	0	0	3	9	0	4	-1	-7	10	2
O=C(CNC(=O)c1ccccc1F)OCC(=O)c1c[nH]c2ccccc12	-3	-3	6	2	-3	3	-1	2	2	4
CN(C)C(CNC(=O)c1ccc(-c2ccccc2)cc1)c1ccccc1 (stereo unspecified)	-1	-1	0	4	5	2	0	10	-3	4
CC(C)(C)OC(=O)N1CCN(C(c2ccnc3ccccc23)c2nnnn2-c2ccc3c(c2)OCCO3)CC1 (stereo unspecified)	-4	-3	nt	-2	8	-4	-1	5	-2	5
COc1cc(CCC(=O)OCC(=O)N2CC(=O)Nc3ccccc32)cc(OC)c1OC	5	-2	1	0	-8	6	3	-3	-8	2
CC1CCN(C(=O)CSc2nnc(CNC(=O)c3ccco3)o2)CC1	-1	0	2	10	22*	0	-2	-2	-1	-1
COCCNC(=O)C1CCC(CNS(=O)(=O)c2c(C)cc(C)cc2C)CC1 (stereo unspecified)	-2	-1	7	-2	8	-3	3	2	-1	-5
COc1cccc(/C=N/NC(=O)c2ccc(=O)n(C)c2)c1O	-12	7	3	-3	3	0	6	-8	1	2
O=C(Nc1cccc(OC(F)(F)F)c1)c1ccc(-c2cccnc2)c2ccoc12	-1	-10	nt	5	-5	-23	0	-7	2	-1
COc1ccc(C(=O)NC2CCN(C(=O)Nc3ccccc3Cl)CC2)cc1	-5	-2	-1	-1	-3	8	-3	0	-3	-3
CC(C)CC(C)NNC(=O)c1cc2ccccc2[nH]1 (stereo unspecified)	0	2	-6	3	5	-4	0	6	-3	1
c1ccc2c(c1)NC1(CCCC1)n1c-2nc2ccccc21	-2	3	-7	8	-1	5	0	-1	-1	1
Cc1ccn2c(NC(=O)c3ccccc3)c(-c3cccs3)nc2c1	1	5	-4	2	1	-2	1	-3	1	4
NC(=O)c1cc2ccccc2o/c1=N/NC(=O)c1ccccc1	-2	-4	8	3	-7	-2	-10	4	2	5
COc1cc(C(=O)NNC(=O)COc2ccc(Br)cc2)ccc1OCC(=O)N1CCOCC1	-3	0	-1	-14	3	7	-1	-9	4	-1
CCCCn1c(N)c(N(CCOC)C(=O)c2oc3c(Cl)cccc3c2C)c(=O)[nH]c1=O	-3	0	-6	-1	-9	0	1	1	0	4
COC(=O)c1ccc(Cn2nc(-c3ccc(C)c(C)c3)ccc2=O)cc1	5	-6	-15	-9	-3	-2	3	4	-8	-3
O=C(Oc1ccccc1)c1cccc(N2C(=O)CCC2=O)c1	-1	0	-3	10	-2	3	2	3	-2	0
O=C(O)c1ccccc1CSc1ncccc1C(=O)O	-4	3	4	2	6	9	2	-6	3	-2
Cc1ccc(C(=O)NCC(=O)OC(C)C(=O)Nc2ccccc2[N+](=O)[O-])s1 (stereo unspecified)	-1	-2	0	5	2	9	-3	-10	3	-1
CC(=O)OCC1OC(n2ncc(=O)n(Cc3ccccc3)c2=O)C(OC(C)=O)C1OC(C)=O (stereo unspecified)	4	1	-7	1	1	-9	-1	9	-2	-7
CCc1nc2ccc(C(=O)NCc3ccc(OC)cc3)cn2c1N(C)Cc1ccc(OC)cc1	-1	21	nt	-13	10	-1	-5	6	-3	2
COC(=O)CSc1nc(N)c(C#N)c(-c2ccco2)c1C#N	-1	-3	-10	0	-15	4	-1	0	10	14
CC(=O)c1ccc(S(=O)(=O)N(C)CC(=O)Nc2cccc(S(=O)(=O)N3CCCC3)c2)cc1	-6	-3	-4	3	-1	-4	4	7	-3	8
Cc1cc(C)c(C)c(OCCOCCN2CCOCC2)c1	1	3	0	6	-3	6	3	-4	1	-8

Looked up by compound from above:
SMILES	LEDGF integ inh	NPR2 activator	HTRA1 inhibitor	TDP2 inh	SIAE primary	mABHD4 FP	MBD2 inh	TCR CD3 inh	PRMT1 FP inh	rCAG binder
CCCc1nnc(NC(=O)Cn2c(=O)oc3ccccc32)s1	0	0	3	9	0	4	-1	-7	10	2
COc1cccc(/C=N/NC(=O)c2ccc(=O)n(C)c2)c1O	-12	7	3	-3	3	0	6	-8	1	2
CCc1nc2ccc(C(=O)NCc3ccc(OC)cc3)cn2c1N(C)Cc1ccc(OC)cc1	-1	21	nt	-13	10	-1	-5	6	-3	2

Carrying on:
SMILES	LEDGF integ inh	NPR2 activator	HTRA1 inhibitor	TDP2 inh	SIAE primary	mABHD4 FP	MBD2 inh	TCR CD3 inh	PRMT1 FP inh	rCAG binder
COc1ccccc1OCc1nnc(SCC(=O)NCc2ccco2)n1Cc1ccco1	4	3	-7	4	0	0	0	5	4	1
O=[N+]([O-])c1ccc2c(c1)nc1n2CCN(C2CCCCC2)C1	6	-1	-33	-12	5	3	-6	0	7	7
COC(=O)c1c(N2C(=O)[C@H]3[C@@H](C2=O)[C@]2(C(=O)Nc4c(C)cc(C)cc42)N2CCC[C@@H]32)sc(C)c1C	0	-5	-22	4	0	-8	-8	-4	1	3
C=CC[C@@H](Cc1ccc(F)cc1)C(=O)OC[C@@H]1CCCN1C(=O)[C@@H](CC=C)CC(=O)NCCO	2	2	-6	13	0	-2	7	3	-3	-12
CC1(C)CC(=O)c2sc(NS(=O)(=O)c3ccc(F)cc3)nc2C1	2	4	-4	7	-1	4	-4	-4	2	7
O=C(CN(C(=O)CCC(=O)Nc1nccs1)c1ccc(F)cc1)NCC1CCCO1 (stereo unspecified)	3	-2	-2	2	-1	9	4	-3	-1	-8
COc1cccc(NC(=O)CC2(CC(=O)O)CCCC2)c1	0	4	7	5	2	2	0	5	2	2
COC(=O)C1=C(C(=O)OC)N2C=CC=CC2(C)C(C(=O)OC)=C1C(=O)OC (stereo unspecified)	0	-4	6	-9	1	0	-2	-1	-5	-7
Cc1ccc(C(=O)NCCc2ccncc2)cc1	-1	0	0	-1	-5	1	3	-2	-3	0
CC1CCCCC1NC(=O)CCNS(=O)(=O)c1ccc(Cl)cc1 (stereo unspecified)	0	1	1	-6	-5	3	3	6	3	-6
COc1ccc(-n2ncc3c(N4CCN(Cc5ccccc5)CC4)ncnc32)cc1	1	2	1	1	-10	2	0	5	-3	-7
COC(=O)Nc1ccc(S(=O)(=O)Nc2cc(C(F)(F)F)c[nH]c2=O)cc1	-4	-1	-4	-8	8	-4	5	5	7	7
COc1ccc(C(=O)N2CCCC(CCC(=O)NCc3ccc(F)c(F)c3)C2)cc1F (stereo unspecified)	-7	-6	4	-12	-3	-10	0	10	2	-3
C=CCn1c(C)cc(C(=O)COC(=O)/C=C/c2ccc(OC)cc2)c1C	-1	6	-34	6	-3	-2	-1	-1	0	-2
CCNC(=O)NC1(C(=O)Nc2ccc3c(c2)CCC3)CCCCC1	5	-6	-1	-9	-1	-11	3	-11	-1	6
Cc1c(NC(=O)C(C)C)cccc1-c1nc2ncccc2o1	-2	6	18	-2	-7	0	-1	4	-2	1
Cc1ccc(-n2cc(CNCCCn3ccnc3C)c(-c3ccc(F)cc3)n2)cc1	4	-10	-16	-7	11	4	-2	-7	-3	-9
O=C(Nc1ccc2nc([C@@H]3O[C@H](CO)[C@@H](O)[C@H](O)[C@H]3O)[nH]c2c1)NC(c1ccccc1)c1ccccc1	-2	-3	nt	2	12	3	-2	0	5	10
O=C(CCNC(=O)OCc1ccccc1)NC1CCCCCC1	-1	7	3	2	5	8	8	7	0	-6

Part of the list above, reformatted.
COc1ccccc1OCc1nnc(SCC(=O)NCc2ccco2)n1Cc1ccco1
  LEDGF integ inh: 4	NPR2 activator: 3	HTRA1 inhibitor: -7	TDP2 inh: 4	SIAE primary: 0	mABHD4 FP: 0	MBD2 inh: 0	TCR CD3 inh: 5	PRMT1 FP inh: 4	rCAG binder: 1
O=[N+]([O-])c1ccc2c(c1)nc1n2CCN(C2CCCCC2)C1
  LEDGF integ inh: 6	NPR2 activator: -1	HTRA1 inhibitor: -33	TDP2 inh: -12	SIAE primary: 5	mABHD4 FP: 3	MBD2 inh: -6	TCR CD3 inh: 0	PRMT1 FP inh: 7	rCAG binder: 7
COC(=O)c1c(N2C(=O)[C@H]3[C@@H](C2=O)[C@]2(C(=O)Nc4c(C)cc(C)cc42)N2CCC[C@@H]32)sc(C)c1C
  LEDGF integ inh: 0	NPR2 activator: -5	HTRA1 inhibitor: -22	TDP2 inh: 4	SIAE primary: 0	mABHD4 FP: -8	MBD2 inh: -8	TCR CD3 inh: -4	PRMT1 FP inh: 1	rCAG binder: 3
C=CC[C@@H](Cc1ccc(F)cc1)C(=O)OC[C@@H]1CCCN1C(=O)[C@@H](CC=C)CC(=O)NCCO
  LEDGF integ inh: 2	NPR2 activator: 2	HTRA1 inhibitor: -6	TDP2 inh: 13	SIAE primary: 0	mABHD4 FP: -2	MBD2 inh: 7	TCR CD3 inh: 3	PRMT1 FP inh: -3	rCAG binder: -12

Rewritten comma-delimited: entries from further up
SMILES,LEDGF integ inh,NPR2 activator,HTRA1 inhibitor,TDP2 inh,SIAE primary,mABHD4 FP,MBD2 inh,TCR CD3 inh,PRMT1 FP inh,rCAG binder
COc1cccc(NC(=O)CC2(CC(=O)O)CCCC2)c1,0,4,7,5,2,2,0,5,2,2
COC(=O)C1=C(C(=O)OC)N2C=CC=CC2(C)C(C(=O)OC)=C1C(=O)OC (stereo unspecified),0,-4,6,-9,1,0,-2,-1,-5,-7
Cc1ccc(C(=O)NCCc2ccncc2)cc1,-1,0,0,-1,-5,1,3,-2,-3,0

Bioassay records (PubChem)
